# High-throughput results as filed in PubChem.
# VLA-4 inh = inhibition in a human VLA-4 binding assay; P13612; VLA-4 expressing cells, ligand binding flow cytometry; inhibition, % (about 7 µM as worked out from the volumes in the protocol); 0.2% of 330,000 active; in the data active = inhibition above about 50%
# HCV core dimer = blocks dimerization of HCV core protein | 0.33% of 300,000 active | inhibition, % at 5 µM | TR-FRET GST/Flag-core106 dimerization, 1536-well | AID 1899;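 active = inhibition above the mean of all tested compounds plus 3 SD, set per screening campaign, cut at about 45% in these data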
#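 Assay system: tagged HCV core106 pair (GST and Flag); medium: KF-containing HEPES buffer, pH 7.45, DTT, CHAPS, BSA; also added: Eu donor and XL665 acceptor anti-tag antibodies; dosing: 5 µM single dose; timing: compound-protein-antibody incubation 4 h at 22.5 °C; signal: TR-FRET 671 and 617 nm emission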
# procasp7 counter = counter-screen: procaspase-7 (human) activation; recombinant procaspase-7, Ac-DEVD-pNA absorbance 405 nm; D23A/D198A/D206A triple mutant, cannot self-cleave; scale: DMSO 0, 5 µM enzyme 100; 0.093% of 330,000 active; activation, % at 8.5 µM; P55210;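 active = percent activation above the screen-wide mean plus 3 SD, cut at about 25% in these data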
#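 Detection: p-Nitroaniline absorbance at 405 nm, read at 0 and 120 min; system: Uncleavable procaspase-7 mutant enzyme; evaluation: % activation from two-timepoint absorbance difference, scaled to controls; times: 1 h enzyme–compound preincubation and 2 h substrate reaction, both 25 °C; buffer or medium: Zinc-free HEPES pH 7.4 with 300 mM NaCl, 0.01% Triton X-100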
# PP1 counter = blocks human PP1-alpha phosphatase, a PP5 counter-screen | purified PP1alpha, OMFP fluorescence | AID 2235 | inhibition, % at 6.7 µM | 0.9% of 320,000 active | P62136;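 active = inhibition above the mean inhibition of all tested compounds plus 3 SD, computed separately for each screening campaign, cut at about 15% in these data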
# Target sequence (P62136 whole entry, looked up): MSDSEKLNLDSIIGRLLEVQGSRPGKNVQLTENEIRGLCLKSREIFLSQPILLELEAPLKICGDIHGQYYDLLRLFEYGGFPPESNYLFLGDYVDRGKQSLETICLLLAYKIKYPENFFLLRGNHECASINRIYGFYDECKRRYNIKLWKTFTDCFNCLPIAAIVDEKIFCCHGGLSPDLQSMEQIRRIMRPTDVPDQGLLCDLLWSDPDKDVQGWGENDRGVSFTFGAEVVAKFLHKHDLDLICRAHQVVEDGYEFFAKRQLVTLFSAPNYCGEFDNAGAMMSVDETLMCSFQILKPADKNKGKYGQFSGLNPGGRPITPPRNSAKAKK
# procasp3 activ = activators of human procaspase-3 | 0.11% of 330,000 active | P42574 | AID 463141 | activation, % at 8.5 µM | recombinant procaspase-3 D3A, Ac-DEVD-pNA absorbance 405 nm;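 active = activation above the mean of all tested compounds plus 3 SD, cut at about 21% in these data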;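 note: 0% = DMSO alone and 100% = DMSO wells spiked with extra 5 µM PC-3 D3A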
#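 Assay system – Procaspase-3 D3A mutant · Benchmarks – DMSO low control, extra-enzyme high control · Technique – 405 nm absorbance of p-nitroaniline, reads at 0 and 120 min · Doses – 8.5 µM nominal · Measure – % activation between DMSO and enzyme-spiked controls · Also added – Ac-DEVD-pNA chromogenic peptide substrate · Schedule – 1 h compound preincubation, 2 h substrate hydrolysis at 25 °C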
# GRK2 inh = inhibitors of human GRK2 displacing RNA aptamer | bead flow cytometry, FAM-aptamer displacement from GRK2 | inhibition of aptamer binding, % at 10 µM | 0.59% of 330,000 active;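 active = inhibition of aptamer binding above 40%, roughly 3 SD of noise, on plates passing a quality check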;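 note: median bead fluorescence of bound FAM aptamer so fluorescent compounds give negative values; no value below 0 was filed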
# Target sequence (P25098 whole entry, looked up): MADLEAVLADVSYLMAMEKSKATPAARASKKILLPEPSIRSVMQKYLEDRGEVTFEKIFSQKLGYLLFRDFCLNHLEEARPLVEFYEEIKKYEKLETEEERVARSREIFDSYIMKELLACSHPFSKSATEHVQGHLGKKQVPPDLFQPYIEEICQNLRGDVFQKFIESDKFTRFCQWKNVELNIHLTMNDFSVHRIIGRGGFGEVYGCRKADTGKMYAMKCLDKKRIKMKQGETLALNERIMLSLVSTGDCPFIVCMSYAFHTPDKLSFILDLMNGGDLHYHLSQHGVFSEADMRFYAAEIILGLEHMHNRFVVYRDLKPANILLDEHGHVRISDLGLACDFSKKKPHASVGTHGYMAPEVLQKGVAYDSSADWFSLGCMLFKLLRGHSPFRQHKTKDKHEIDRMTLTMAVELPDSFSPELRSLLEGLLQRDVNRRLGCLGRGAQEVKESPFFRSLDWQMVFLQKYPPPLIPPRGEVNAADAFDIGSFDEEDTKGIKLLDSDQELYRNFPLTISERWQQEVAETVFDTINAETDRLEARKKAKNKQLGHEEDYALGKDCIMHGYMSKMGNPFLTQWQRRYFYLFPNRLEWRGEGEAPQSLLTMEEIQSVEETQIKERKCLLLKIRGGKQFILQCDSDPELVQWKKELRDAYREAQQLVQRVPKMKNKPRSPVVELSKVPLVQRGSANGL
# JMJD2C inh = human JMJD2C demethylase inhibition | Q9H3R0 | GST-JMJD2C(1-420) H3K9me3 demethylation, DELFIA europium | inhibition, % at 2.35 µM | 0.069% of 330,000 active | AID 2099;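 active = more than half of a compound's replicate wells show inhibition beyond 50%, single wells judged on their own value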;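 note: signal counts dimethyl H3K9 product captured on neutravidin plate; 0% = median of DMSO wells and 100% = 0.3 times that DMSO median; strong numbers were not always called active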
# CTSL1 counter = blocks F. hepatica cathepsin L1 in PFM18AAP counter-screen. recombinant F. hepatica cathepsin L1, Z-Leu-Arg-MCA fluorescence. inhibition, % at 5.96 µM. 0.49% of 300,000 active. AID 1906;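 active = inhibition above the mean of all tested compounds plus 3 SD, set per screening campaign, cut at about 17% in these data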;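 note: 0% = plate median of test compound wells and 100% = 1 µM Z-Phe-Ala-diazomethylketone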
# PP5 primary = PP5 (human) phosphatase inhibition. 0.18% of 320,000 active. inhibition, % at 6.7 µM. purified PP5c, OMFP substrate fluorescence;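 active = inhibition above the campaign's mean inhibition across all tested compounds plus 3 SD, cut at about 9.5% in these data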;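 note: 0% = DMSO only and 100% = 100 µM cantharidin control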
# * marks the source's active call; other numbers are inactive results; i = inactive; x = no result given.
SMILES,VLA-4 inh,HCV core dimer,procasp7 counter,PP1 counter,procasp3 activ,GRK2 inh,JMJD2C inh,CTSL1 counter,PP5 primary
COCCOC(=O)C1=C(C)N=C2SCCC(=O)N2C1c1cccc(Br)c1 (configuration not stated),2.5,-1.4,14.7,-0.5,2.9,2.0,0.4,-0.5,1.0
COCC(C)n1c(C)cc(C(=O)COC(=O)c2ccc3c(c2)NC(=O)CS3)c1C (configuration not stated),1.2,19.0,-3.6,-3.6,-12.8,2.0,-0.2,-7.0,3.7
CC1(CCc2ccccc2)NC(=O)N(Cc2nnc(-c3ccccc3Br)o2)C1=O (configuration not stated),8.6,9.3,3.4,-2.2,-2.2,0.0,-2.2,-0.4,0.0
COc1ccccc1C1CC(c2ccccc2)=NN1C(=O)c1ccccc1 (configuration not stated),2.8,10.4,-3.9,0.0,1.9,3.0,-14.5,2.0,3.4
O=C(N/N=C/c1cccc(O)c1)c1ccc(NC(=O)c2cccc([N+](=O)[O-])c2)cc1,12.0,15.8,6.3,0.4,-0.4,0.0,33.2,3.0,1.3
O=C(c1cc2cc([N+](=O)[O-])ccc2oc1=O)n1cccn1,14.2,-1.9,0.5,-2.7,4.8,18.0,-13.5,4.3,-0.5
CC1(C)CC[C@]2(C(=O)O)CC[C@]3(C)C(=CC[C@@H]4[C@@]5(C)CC[C@H](O)C(C)(C)[C@@H]5CC[C@]43C)[C@@H]2C1,-0.4,23.2,3.0,-2.1,4.1,3.0,x,-0.8,-1.3
O=C(COc1cccnc1[N+](=O)[O-])Nc1cccc2ccccc12,2.0,x,3.5,-4.5,-0.2,0.0,-2.9,x,-1.8
Cc1nc(SCC(=O)NCC(F)(F)F)c2c(-c3cccs3)csc2n1,3.5,11.1,1.0,-7.5,-1.8,3.0,0.8,-4.0,1.4
Cc1ccc(C(O)CN2C3=NCCN3c3ccccc32)cc1 (configuration not stated),-13.1,-0.2,3.1,-5.3,0.8,3.0,4.3,-1.1,0.5
CC(=O)C1C(c2ccc(Cl)cc2)c2c(noc2C)CC1(C)O (configuration not stated),20.7,-2.4,16.1,-3.2,-4.2,0.0,-1.6,-0.5,-1.9
CCOC(=O)N1CCN(C(=O)c2cc(COc3cccc(C(F)(F)F)c3)on2)CC1,15.9,5.3,7.6,-1.7,13.3,1.0,-20.8,-0.4,3.6
Cc1ccccc1COC(=O)CN1C(=O)NC2(CCCC2)C1=O,-0.3,1.0,5.7,0.0,-1.6,2.0,0.0,-2.8,1.9
O=C(NC(=S)Nc1cc([N+](=O)[O-])ccc1O)c1cccnc1,0.2,-5.2,-14.0,3.5,-9.4,0.0,i,-1.7,-0.1
CCCNC(=O)CN(C)C(=O)c1n[nH]c2ccccc12,6.0,1.5,3.6,0.0,-3.8,0.0,4.3,-4.0,-0.3
Cc1sc2ncn(CC(=O)NC3CCCCC3)c(=O)c2c1C,6.1,x,-3.6,-6.9,2.2,0.0,0.9,x,-0.9
COc1cc(OC)cc(C(=O)NC(=S)Nc2ccc3[nH]c(=O)[nH]c3c2)c1,-8.6,5.7,-4.2,0.7,3.5,0.0,-9.0,1.7,3.5
CCN(CC)c1ccc2cc(C(C)=O)c(=O)oc2c1,-10.1,-7.8,-26.9,-2.3,-31.3,0.0,9.7,8.7,-1.9
C=CCOc1c(Cl)cc(C(=S)N2CCCC2)cc1OCC,1.6,-8.9,-9.0,-1.7,4.3,7.0,-0.2,6.2,5.2
C=C(C)CN(CC)C(=O)CN1C(=O)NC(C)(c2ccc3ccccc3c2)C1=O (configuration not stated),50.1*,-2.2,11.0,-0.8,-1.7,2.0,-3.0,1.2,-1.1
CCCn1nc(C(=O)NCc2ccc3c(c2)OCO3)c2ccccc2c1=O,28.6,6.1,6.8,0.7,4.9,0.0,-12.5,-0.6,-1.8
C=CCNc1nc(NCc2ccco2)nc(OCC)n1,-1.7,-10.3,10.4,1.2,-1.8,1.0,-0.1,3.9,1.0
CN1CCN(C(=S)c2cn(Cc3ccc(Br)cc3)c3ccccc23)CC1,-0.6,-5.3,3.5,2.8,5.0,0.0,10.2,2.2,1.5
Cc1nn(CC(=O)N2CCN(c3ccccc3)CC2)c(=O)c2ccccc12,8.9,6.6,13.6,-4.1,2.4,0.0,-2.9,-1.8,-0.5
O=c1cc(NS(=O)(=O)c2ccccc2)nc(SCc2ccc(Cl)cc2)[nH]1,7.8,-1.6,-3.1,-2.1,-3.6,2.0,1.4,1.2,3.4
O=C(CN(Cc1ccccc1)C(=O)CCC(=O)Nc1ccccn1)NCCc1ccccc1,4.2,-4.2,-0.1,5.9,1.4,0.0,5.1,8.6,1.1
COc1ccc(C)cc1NC(=O)C1CCCCN1S(=O)(=O)c1ccccc1 (configuration not stated),5.2,x,5.9,x,1.3,1.0,-0.7,x,x
O=C(CCCc1cccs1)Nc1nc(-c2ccc(F)cc2)cs1,18.8,1.6,17.6,-0.2,0.8,0.0,-6.1,-7.4,-1.2
CCC(C)(C)NC(=O)C(c1ccccc1)N(Cc1cccnc1)C(=O)c1csnn1 (configuration not stated),10.9,-3.4,-6.6,1.5,3.2,22.0,-45.2,7.3,-0.2
O=C1CC(=Nc2ccccc2)NN1c1ccccc1,-0.6,-5.7,5.8,-1.2,-0.8,0.0,-6.1,-3.2,3.3
CCCCS(=O)CC(O)COCC (configuration not stated),9.9,-1.9,10.5,-1.6,-1.3,1.0,-0.1,-4.1,1.0
NC(=O)C1=C[C@H](c2ccc(C(F)(F)F)cc2)C[C@H](OCc2ccc(CO)cc2)O1,32.9,-2.1,-1.4,-1.9,-0.5,6.0,1.6,-0.5,5.6
CC(C)Cn1c(=O)c(C(=O)NCc2ccc3c(c2)OCO3)c(O)c2ccccc21,2.1,-2.4,4.6,-0.5,4.5,2.0,-7.2,-0.8,1.4
CC(=O)c1cccc(S(=O)(=O)N2CCC(c3nc4ccccc4[nH]3)CC2)c1,12.1,-5.4,-10.1,9.5,-2.3,1.0,-6.3,7.8,-6.9
NCc1ccccc1CS(=O)(=O)N1CCOCC1,0.4,x,-6.1,x,3.9,3.0,1.9,x,x
O=C(CCC(=O)N/N=C/c1ccccc1O)NCc1ccccc1,8.5,-3.1,4.5,0.5,-3.3,4.0,-14.0,-0.6,2.9
CC1=C(C(=O)OCc2ccccc2)C(c2ccc(C#N)cc2)NC(=O)N1CCCC(=O)O (configuration not stated),30.4,-11.1,-5.0,3.0,3.5,6.0,2.7,0.0,4.4
NC(=O)c1ccc(-c2noc(-c3cccc(Cl)c3)n2)cc1,-6.6,x,-9.1,-2.7,8.8,0.0,3.2,x,0.7
Cc1cc(C)nc(N/C(=N\S(=O)(=O)Cc2ccccc2)Nc2ccc(F)c(Cl)c2)n1,-3.8,8.6,2.0,-4.5,3.3,1.0,-2.7,-0.2,2.0
O=C(Cn1nnc(-c2ccccc2Cl)n1)N/N=C/c1ccc(-c2cccc(Cl)c2)o1,0.0,12.9,0.0,0.4,-1.7,0.0,-1.4,4.0,-0.3
Cc1noc(C)c1NC(=O)Nc1cccc2c1O[C@H](CN(C)S(=O)(=O)c1c(C)noc1C)[C@@H](C)CN([C@H](C)CO)C2=O,4.9,x,7.4,x,6.0,1.0,-49.9,x,x
O=C(NNC(=O)c1ccccc1Br)c1cnccn1,5.2,x,8.7,x,12.8,5.0,7.9,x,x
CC(C)(C)NC(=O)C1CCN(S(=O)(=O)c2ccc(Br)cc2)CC1,-2.9,4.2,-0.5,-2.3,11.2,0.0,18.8,3.1,-0.8
C/C(=N\NC(=O)CCCC(=O)O)c1c(-c2ccccc2)c2cc(Cl)ccc2[nH]c1=O,5.4,3.3,0.9,0.6,-3.4,4.0,-11.9,-0.1,-2.1
COc1cc(C(=O)N2CCCc3ccccc32)cc(OC)c1OC,2.2,-8.2,5.2,1.0,0.1,0.0,-5.7,-0.1,1.8
CC1CC(C)CN(CCCNC(=O)c2ccc(N3CCCC3=O)cc2)C1 (configuration not stated),10.8,-0.8,7.8,-1.2,-0.7,0.0,-1.7,-3.7,-1.9
CCCCN(C(=O)Cc1ccc2c(c1)OCCO2)c1c(N)n(CCC)c(=O)[nH]c1=O,2.1,x,-1.8,-1.5,0.2,0.0,x,x,-0.5
COc1cccc(NC(=O)COc2nc3ccccc3nc2C)c1,-11.4,-1.3,7.0,-0.1,-0.5,0.0,-1.3,-0.2,-0.4
CN(CCOc1ccccc1Cl)Cc1ccccc1,1.9,-2.4,14.6,1.4,8.2,0.0,2.8,3.4,2.6
CCSC1(SCC)N=C(N)C2(C#N)C(c3ccccc3)NC3=C(CCC3)C12C#N (configuration not stated),8.2,8.7,-13.4,-0.7,-4.4,0.0,24.4,-4.6,-1.8
CCCN1C(=O)c2cc(C(=O)NC3CCCC3)ccc2C1O (configuration not stated),-0.2,0.0,2.8,-8.3,8.7,2.0,8.0,-4.1,0.4
CC(C)N1CCc2c(sc(NC(=O)CN3C(=O)c4ccccc4C3=O)c2C(N)=O)C1,5.0,0.1,-38.8,-5.0,-22.0,0.0,8.1,4.8,-2.3
CN(Cc1ccccc1)C(=O)c1[nH]cnc1C(=O)Nc1cccc(Cl)c1,12.5,x,4.5,-0.3,2.8,0.0,2.5,x,1.2
CCCS(=O)(=O)N1CCC(C(=O)c2cccc(C(F)(F)F)c2)CC1,-0.5,1.8,-0.6,-2.0,0.8,0.0,2.6,-1.7,2.8
C1CCCN(c2nc3nonc3nc2N2CCCCCC2)CC1,5.0,2.9,16.3,-2.5,0.9,7.0,2.6,4.3,-1.4
COc1cccc2c1OCC(CN1CCN(Cc3ccccc3)C(CCO)C1)=C2 (configuration not stated),-1.6,-2.5,8.2,-9.3,-3.3,0.0,-3.1,-3.7,-2.6
O=C(CS(=O)(=O)Cc1ccccc1)Nc1nnc(C(F)(F)F)s1,7.4,-0.4,-6.0,-2.9,7.7,0.0,-1.9,2.2,-1.6
CCn1cc([C@@H]2C[C@H]3CN(Cc4cccc(Cl)c4)C(=O)[C@]34CCCN24)c(C)n1,-10.5,4.9,-1.9,0.9,1.4,3.0,-0.6,-1.4,1.1
Cc1[nH]c2ccccc2c1/C=N/NS(=O)(=O)c1ccccc1,-17.6,-11.1,-1.4,-4.2,-0.4,0.0,-6.6,-3.9,0.3

# In a second layout: two of the compounds above.
SMILES | VLA-4 inh | HCV core dimer | procasp7 counter | PP1 counter | procasp3 activ | GRK2 inh | JMJD2C inh | CTSL1 counter | PP5 primary
O=C(CN(Cc1ccccc1)C(=O)CCC(=O)Nc1ccccn1)NCCc1ccccc1 | 4.2 | -4.2 | -0.1 | 5.9 | 1.4 | 0.0 | 5.1 | 8.6 | 1.1
CCCCN(C(=O)Cc1ccc2c(c1)OCCO2)c1c(N)n(CCC)c(=O)[nH]c1=O | 2.1 | x | -1.8 | -1.5 | 0.2 | 0.0 | x | x | -0.5
